Autophagy mod: autophagy modulation, high-content screen; MEF GFP-LC3 puncta imaging; test concentration mostly 10 µM; actives 0.98% (n = 190,000); AID 463193; calls only at 10 µM (by protocol);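 active = percentage of spot-positive cells more than 3 SD above its plate mean, without a fluorescence outlier flag or 80% toxicity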;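 also: spot-positive cell cutoff set from DMSO-treated cells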
Dynein cargo inh: blocks dynein driven cargo transport along microtubules; 3617.4 mouse cells, GR-EGFP nuclear translocation imaging; test concentration mostly 20 µM; stimulated with dexamethasone, 1 µM; hits give low values; actives 0.47% (n = 220,000); z-score, hits read low;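 active = plate z-score of nuclear minus cytoplasmic receptor signal below a set negative limit, without overly bright fluorescence or cell loss, cut at about -3.5 in these data, passing the limit was not always enough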;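 also: z-score of nuclear minus cytoplasmic ring GR-EGFP intensity difference per well; some compounds called inactive have numbers as strong as hits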
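Buffer or medium: tet-free medium with charcoal-stripped serum / Also added: dexamethasone agonist, 1.0 µM final, for 30 min / Timing: induction 48 h, compound 1 h, agonist 30 min / Measured by: high-content fluorescence imaging after fixation / Read-out: nuclear-to-cytoplasmic GR-EGFP distribution per well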
MT stabilize HCS: microtubule stabilizers in HeLa cells | HeLa tubulin immunostaining HCS, 24 h; share of cells brighter than vehicle mean+2SD | % tubulin-high responders, % at 10 µM | actives 0.83% (n = 200,000);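 active = plate Z-score above 3 for both tubulin-high and condensed-nucleus cell shares, with cell loss under 80%, at 10 µM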;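 also: anti alpha tubulin signal scored within the nucleus-defined area of each cell; some results filed as inactive read as strong as hits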
Yfh1-off respiration: mitochondrial function rescue without frataxin homolog – Friedreich's ataxia, plus single-dose screen, dose response (AID 1465) | S. cerevisiae Yfh1-off respiration, WST-1 reduction, 72 h; higher fold induction means a stronger effect | one-dose fold induction at 50 µM; EC50 in µM for titrated hits | actives 0.074% (n = 220,000);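 active = fold induction of absorbance versus untreated yeast above a set limit, then at least 30% activation at any dose in follow-up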;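 also: activators that raise dye reduction in frataxin-depleted yeast; strong numbers were not always called active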
b-catenin transl: modulators of beta-catenin nuclear translocation; HeLa beta-catenin nuclear translocation, immunofluorescence imaging; nuclear translocation activity, % at 5 µM; actives 0.3% (n = 190,000);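 active = nuclear translocation activity above 50% at 5 µM, with a well cell count of 50 or more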;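 also: per-cell ratio of nuclear to cytoplasmic median beta-catenin stain intensity; plate controls were DMSO negative control for no effect and GSK-3 inhibitor IX positive control for full effect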
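test system = HeLa cells, endogenous beta-catenin | dosing = single 5 µM dose plus 0.02–20 µM confirmation series | times = compound treatment 24 h, 37°C, 5% CO2 | technique = beta-catenin immunofluorescence imaging with DAPI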
Lipid droplet: hepatic lipid droplet formation modulation. actives 0.4% (n = 240,000). AML12 mouse hepatocytes, oleate lipid droplets, BODIPY imaging. inhibition, % at 6.5 µM;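 active = lipid droplet intensity inhibited by at least 50%, with more than 500 cells counted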
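Test system: AML12 mouse liver cells; schedule: overnight exposure; technique: high-content imaging of BODIPY-stained droplets and DAPI nuclei; read-out: % inhibition of corrected integrated BODIPY droplet signal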
Insulin prom up: MIN6 insulin promoter up-regulation; MIN6 insulin promoter-GFP reporter, high-content imaging; hits give high values; z-score at 5 µM; actives 0.3% (n = 190,000); AID 1625;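 active = z-score above 3 at 5 µM with at least 500 cells counted in the well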
WT yeast gro inh: growth inhibition of WT yeast, mitochondrial fusion screen. mitochondrial fusion phenotypic screen, WT strain. actives 2.1% (n = 190,000). inhibition, % at 10 µM. AID 1362; in the data active = inhibition above about 58%; tested in S. cerevisiae
HEK293 NOD2/NF-kB: NOD2 signaling inhibitors, cell-based, luminescence, uHTS, HEK293 (AID 1566); HEK293 NOD2/NF-kB luciferase reporter, luminescence; higher % means a stronger effect; one-dose inhibition, % at 4 µM; EC50 in µM for titrated hits; actives 0.63% (n = 290,000); in the data active = inhibition above about 50%; also: many of its hits are not listed in these tables
WT yeast gro inh mutant strain: further read-out of WT yeast gro inh, marked with its call; inhibition, %; mitochondrial fusion phenotypic screen, mutant strain inhibition
Dynein cargo inh cytoplasmic EGFP: recorded beside Dynein cargo inh, whose call it bears; z-score; measured here: cytoplasmic GR-EGFP intensity; hits give high values
Dynein cargo inh nuclear GR-EGFP: further read-out of Dynein cargo inh, marked with its call; z-score; measured here: nuclear GR-EGFP intensity;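 lower value marks the stronger effect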
Dynein cargo inh cell count: further read-out of Dynein cargo inh, marked with its call; z-score; measured here: cell count per field
Insulin prom up cell count: second read-out of Insulin prom up, no call of its own (marks repeat the call); cell count; measured here: cytotoxicity, nuclei count;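 total cells summed across four imaged fields per well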
Lipid droplet cells 6.5 µM: also measured in Lipid droplet; calls as there; cell count; measured here: cell count, cytotoxicity flag;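 cells counted across two imaged fields per well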
b-catenin transl cell count 5 µM: second read-out of b-catenin transl, no call of its own (marks repeat the call); cell count; measured here: cell count, cytotoxicity flag
MT stabilize HCS Hoechst-high %: second read-out of MT stabilize HCS, no call of its own (marks repeat the call); % Hoechst-high responders; measured here: nuclear condensation Hoechst responders;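 share of cells brighter than vehicle mean plus two SD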
MT stabilize HCS cytotoxicity %: also measured in MT stabilize HCS; calls as there; toxicity, %; measured here: cytotoxicity by cell density;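 0% = mean cell density of plate MIN control wells and 100% = no cells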
Autophagy mod cell loss 18 h: further read-out of Autophagy mod, marked with its call; toxicity, %; measured here: cell loss, nuclei count;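 cell loss after 18 h compound exposure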
An asterisk follows results filed as active; i = inactive; x = not tested or not shown. A portion of the library (hit frequency here may not be typical).

SMILES	Autophagy mod	Autophagy mod cell loss 18 h	Dynein cargo inh	Dynein cargo inh cytoplasmic EGFP	Dynein cargo inh nuclear GR-EGFP	Dynein cargo inh cell count	MT stabilize HCS	MT stabilize HCS Hoechst-high %	MT stabilize HCS cytotoxicity %	Yfh1-off respiration	b-catenin transl	b-catenin transl cell count 5 µM	Lipid droplet	Lipid droplet cells 6.5 µM	Insulin prom up	Insulin prom up cell count	WT yeast gro inh	WT yeast gro inh mutant strain	HEK293 NOD2/NF-kB
O=C(CSc1nc(N2CCCCC2)nc(N2CCCCC2)n1)Nc1nccs1	i	5	0.22	-0.15	-0.23	-1.1	3.3	2.1	1.8	i	x	x	5	706	0.1	1241	12	-8	-6%
CCn1cc(C(=O)Nc2ccc(F)c(F)c2)cn1	i	-2	-0.74	-0.17	-0.74	0.88	1.3	2.3	4.0	i	-2.5	561	7	630	0.97	1294	-3	4	11%
CC(C)c1nnc(SCC(=O)NCCC2=CCCCC2)n1N	i	-38	-0.38	-0.081	-0.38	1.2	3.0	2.4	6.7	i	0.5	1276	-1	775	0.02	883	7	17	12%
Cc1nc2ncnn2c(C)c1Cc1ccccc1Cl	i	-2	0.54	0.00048	0.53	-0.78	3.5	1.7	5.1	i	x	x	x	x	-0.57	1050	-9	-2	18%
CCn1c(SCc2cccc(C(F)(F)F)c2)nnc1-c1ccco1	i	-1	-0.7	-0.1	-0.88	-0.29	2.5	1.2	1.4	i	-3.3	1247	-47	726	x	x	27	14	-24%
Cc1ccc2[nH]c3c(c2c1)CN(C(=O)CN1CCN(c2ccccc2)CC1)CC3	i	-12	0.4	-0.048	0.28	-0.62	3.1	1.9	7.4	i	-4.2	1237	x	x	-0.5	965	5	8	1%
CCN(CC)CCN1C(=O)C(O)=C(C(C)=O)C1c1ccc(OC)c(OC)c1 (stereo not drawn)	i	9	-0.62	-0.092	-0.11	0.29	3.1	4.6	5.9	i	-2.4	1443	x	x	0.49	1608	13	11	10%
CCOc1ccc(Br)cc1S(=O)(=O)Nc1cccc(S(=O)(=O)N(C)c2ccccc2)c1	i	17	3	0.0041	2.2	-2.1	2.6	2.0	1.0	i	0.8	914	-28	571	x	x	38	-12	7%
COC(=O)c1ccc(CSc2n[nH]c(=S)s2)o1	i	-1	0.33	0.024	0.89	-0.19	2.6	1.0	4.0	i	-5.6	1193	-2	835	0.39	870	-3	2	-3%
O=S(=O)(NCc1ccccc1Br)c1cccs1	i	0	-0.18	-0.26	-0.23	0.65	4.2	2.1	3.2	i	0.1	1044	-2	680	0.16	1897	-5	0	3%
CCOc1c(Br)cc(CNc2ncn[nH]2)cc1OC	i	-2	0.005	-0.23	0.67	-0.21	3.0	1.5	9.0	i	-0.9	1085	-2	681	-0.14	1768	-15	9	11%
CCOc1ccc(C2=Nn3c(nnc3-c3cccnc3)SC2)cc1	i	8	-0.84	-0.19	0.12	1	3.0	2.9	7.1	i	-4.8	882	x	x	-0.65	1165	-22	-1	3%
COc1ccc(CC(=O)N2CCN(C(=O)c3ccco3)CC2)cc1	i	-8	-0.31	-0.24	-0.17	-0.23	3.0	1.8	2.4	i	0.6	963	-4	777	0.35	1236	-12	-22	-1%
COc1ccc2c(c1)O[C@H](c1ccc3c(c1)OCO3)[C@@H](OC(=O)N[C@H](C)C1CCCCC1)C2=O	i	11	-0.35	-0.014	0.16	0.59	3.7	2.4	0.9	x	x	x	-35	688	-1.1	1147	32	-21	-9%
CN(C1CCCCC1)S(=O)(=O)c1ccc(-c2ccccn2)s1	x	x	-0.027	-0.26	-0.23	-0.3	x	x	x	i	0.2	1130	4	720	-0.02	1413	x	x	3%
O=C(N/N=C/C(Cl)=C/c1ccc([N+](=O)[O-])cc1)C(=O)Nc1ccccc1C(=O)O	x	x	-1.3	-0.2	-0.55	0.25	x	x	x	i	8.5	941	-15	726	-0.02	1396	x	x	-13%
COc1ccc2nc(NC(=O)Cn3cnc4ccccc4c3=O)sc2c1	x	x	0.83	-0.2	1	-0.3	x	x	x	i	1.5	1353	-1	654	-0.1	922	x	x	-11%
NC(=O)CC[C@@H]1NC(=O)[C@H](CO)NC(=O)c2cc([N+](=O)[O-])cc(I)c2OCC[C@@H](C(N)=O)NC1=O	i	1	0.24	-0.29	0.41	0.55	3.7	2.7	11	i	-3.0	721	19	735	0.63	1090	-7	5	10%
O=C(Nc1ccc(S(=O)(=O)N2CCCCCC2)cc1)c1ccc(Br)o1	i	5	-0.13	-0.19	-0.037	0.12	8.6	3.7	2.7	i	1.9	1298	x	x	-0.58	1707	13	6	-44%
CC1CCCN(C(=O)C(C)Nc2cc(Cl)ccc2N2CCOCC2)C1 (stereo not drawn)	i	-8	-0.82	-0.094	-0.4	1.2	2.2	1.3	0.7	i	-1.5	1071	-24	647	0.66	1031	-4	-5	-10%

Some of these compounds in order of the MT stabilize HCS Hoechst-high % value, largest number first:
SMILES	MT stabilize HCS Hoechst-high %
COc1ccc2c(c1)O[C@H](c1ccc3c(c1)OCO3)[C@@H](OC(=O)N[C@H](C)C1CCCCC1)C2=O	2.4
CCn1cc(C(=O)Nc2ccc(F)c(F)c2)cn1	2.3
CCOc1c(Br)cc(CNc2ncn[nH]2)cc1OC	1.5

(cont.)
SMILES	Autophagy mod	Autophagy mod cell loss 18 h	Dynein cargo inh	Dynein cargo inh cytoplasmic EGFP	Dynein cargo inh nuclear GR-EGFP	Dynein cargo inh cell count	MT stabilize HCS	MT stabilize HCS Hoechst-high %	MT stabilize HCS cytotoxicity %	Yfh1-off respiration	b-catenin transl	b-catenin transl cell count 5 µM	Lipid droplet	Lipid droplet cells 6.5 µM	Insulin prom up	Insulin prom up cell count	WT yeast gro inh	WT yeast gro inh mutant strain	HEK293 NOD2/NF-kB
Cc1nc(CS(=O)(=O)c2ccc(Cl)cc2)sc1C(=O)O	x	x	0.56	0.074	0.22	-0.25	x	x	x	i	-1.7	1191	17	622	x	x	x	x	1%
Cc1cc(C)n(-c2cccc(CN(C)Cc3nc(-c4cnccn4)no3)c2)n1	i	-15	2.1	-0.013	2	-2.1	2.4	0.7	1.4	i	0.8	997	-5	669	-0.12	1456	27	14	3%
Cc1occc1-c1nnc(SCC(=O)NCCc2ccccc2)n1C(C)c1ccccc1 (stereo not drawn)	i	-8	-1	-0.16	-0.18	0.84	2.3	1.7	7.1	i	-2.6	962	x	x	-1.8	1102	0	-8	-14%
N=c1c2c3c(sc2ncn1Cc1ccccc1)CCCC3	i	-10	1.6	-0.26	0.45	-1.4	4.3	3.6	3.8	i	x	x	-15	693	-0.68	1127	-22	-3	-1%
NNC(=O)c1ccc(N2CCc3ccccc32)c([N+](=O)[O-])c1	i	-4	1.1	-0.049	0.64	-0.86	3.7	3.7	1.3	i	-4.1	1112	10	646	x	x	-8	-29	16%
Nc1ccc(NC2C[C@@H](C(=O)O)NC2=O)cc1 (stereo partly drawn)	i	4	-1.2	-0.31	0.02	0.51	5.5	1.8	6.6	i	-4.3	1151	20	678	0.62	1562	-7	7	-11%
Cc1ccc(C(=O)Cn2c(NCCO)nc3ccccc32)cc1	i	-12	0.33	-0.15	0.55	-0.72	7.1	3.7	8.2	i	-3.8	745	x	x	-0.15	1356	16	0	-10%
Cc1ccc(-c2noc(C3CCN(S(=O)(=O)c4ccc5c(c4)OCCO5)CC3)n2)o1	i	15	1	-0.23	0.92	-1.1	5.3	2.6	0.7	i	-8.6	989	x	x	-0.28	1361	-3	5	-9%
CCOc1ccc2nc(NC(=O)c3ccc(OC)c(S(=O)(=O)N4CCOCC4)c3)sc2c1	i	8	-0.89	-0.035	-0.4	0.084	1.2	1.3	8.7	i	x	x	-3	755	0.61	746	8	20	20%
NC(=O)CSC1=Nc2ccccc2C2=NC(c3ccccc3)C(=O)N12 (stereo not drawn)	i	6	0.9	-0.03	0.36	0.65	2.2	2.8	8.0	i	-0.2	1102	-2	710	0.05	1329	-21	6	8%
CC1(C)Nc2ccccc2N(Cc2ccc([N+](=O)[O-])cc2)C1=O	i	-7	-0.74	-0.17	-0.11	-0.074	0.2	2.5	4.6	i	-2.7	1105	-19	688	-0.07	1337	2	4	-1%
COc1cc(S(=O)(=O)N2CCN(c3ccccc3F)CC2)c(OC)cc1Cl	i	-2	-0.18	-0.25	-0.16	0.61	4.1	2.8	6.1	i	0.2	546	-25	732	-0.1	1257	55	26	18%
Clc1ccc(-c2nnc3sc(-c4ccc(Br)o4)nn23)cc1	i	5	-0.9	-0.25	-0.24	0.39	2.1	1.5	2.5	i	x	x	-11	697	-0.05	1281	0	22	2%
CCN(CC)c1nc2n(c(=S)n1)CCS2	i	2	-0.33	-0.18	0.098	-0.33	4.3	3.0	11	i	1.3	1109	x	x	0.42	1182	1	7	15%
CCOC(=O)c1c(C)[nH]c(C(=O)CSc2nnc(Nc3ccccc3F)s2)c1C	i	6	0.37	0.19	0.5	-0.91	2.1	2.7	1.4	i	-2.7	532	-15	650	0.06	1163	11	-15	16%

Taken from above:
WT yeast gro inh, `CCN(CC)c1nc2n(c(=S)n1)CCS2` is entered as 1
b-catenin transl, `COc1cc(S(=O)(=O)N2CCN(c3ccccc3F)CC2)c(OC)cc1Cl` is entered as 0.2
b-catenin transl, `CCOC(=O)c1c(C)[nH]c(C(=O)CSc2nnc(Nc3ccccc3F)s2)c1C` is entered as -2.7
b-catenin transl cell count 5 µM, `Cc1occc1-c1nnc(SCC(=O)NCCc2ccccc2)n1C(C)c1ccccc1` (stereo not drawn) is entered as 962
